TcdB inh: TcdB glycohydrolase inhibitors, primary screen, biochemical, single point, plate reader; Toxin B (Clostridioides difficile), P18177; TcdB glycohydrolase enzymatic assay; inhibition, % at 9.99 µM; hit rate 0.24% among 350,000; AID 652162, 2013; in the data active = inhibition above about 10%
* marks the source's active call; other numbers are inactive results.

SMILES	TcdB inh
COc1cccc(C#Cc2ccc([C@@H]3[C@@H](CO)N(C(=O)C4CCOCC4)[C@H]3C#N)cc2)c1	-0.1
CO[C@@H](CN(C)Cc1cc(F)ccc1F)[C@H](C)CN(C(=O)Nc1ccc(C(F)(F)F)cc1)[C@@H](C)CO	1.1
COc1ccccc1CNC(=O)C[C@@H]1C=C[C@H](NC(=O)CC2CC2)[C@H](CO)O1	0.3
C[C@H]1CN([C@@H](C)CO)C(=O)c2c(c3ccccc3n2C)-c2ccccc2CO[C@@H]1CN(C)S(=O)(=O)c1ccc([N+](=O)[O-])cc1	-1.3
O=C(C[C@@H]1CC[C@H]2[C@@H](COC[C@@H](O)CN2Cc2cccc(C(F)(F)F)c2)O1)NCCc1ccncc1	0.4
COCC(=O)N1CCCCN2[C@H](CO)[C@@H](c3ccc(C#Cc4ccccc4)cc3)[C@H]2C1	1.4
C[C@H]1CN([C@@H](C)CO)S(=O)(=O)c2ccc(C#CC3CC3)cc2O[C@@H]1CN(C)Cc1ccccc1	0.6
COc1cccc(-c2ccc3c(c2)[C@H]2[C@H](CCN2C(=O)c2ccc4c(c2)OCO4)[C@@H](CO)N3C)c1	-3.5
CCCNC(=O)Nc1ccc2c(c1)C(=O)N(C)[C@H]1CC[C@@H](CC(=O)OC)O[C@@H]1CO2	-0.5
C[C@@H]1CN([C@@H](C)CO)C(=O)c2cccc(NC(=O)C3CCOCC3)c2O[C@H]1CN(C)Cc1ccc(C(F)(F)F)cc1	0.0
CNC(=O)C[C@@H]1CC[C@H]2[C@@H](COC[C@@H](O)CN2Cc2ccncc2)O1	0.3
C[C@H]1CN([C@@H](C)CO)C(=O)Cc2cc(N(C)C)ccc2O[C@H]1CN(C)S(=O)(=O)c1cn(C)cn1	0.4
CO[C@H]1CN(C)C(=O)c2cc(NC(=O)NC3CCCCC3)ccc2OC[C@@H](C)N(CC2CCOCC2)C[C@@H]1C	-0.6
COCC(=O)Nc1ccc2c(c1)C(=O)N(C)C[C@H](OC)[C@@H](C)CN(CCC(F)(F)F)[C@@H](C)CO2	0.0
O=C(C[C@@H]1CC[C@@H](NC(=O)C2CCOCC2)[C@H](CO)O1)Nc1nccs1	-1.2
COc1ccc(S(=O)(=O)Nc2ccc3c(c2)C(=O)N([C@@H](C)CO)C[C@H](C)[C@H](CN(C)S(=O)(=O)c2ccccc2)OCCCC[C@H](C)O3)cc1	0.9
CCCNC(=O)[C@H]1[C@H](CO)[C@H]2Cn3c(cccc3=O)[C@H]2N1C(=O)C1CC1	0.2
CC=Cc1ccc2n(c1=O)C[C@@H]1[C@@H](CO)[C@H](C(=O)NCCc3cn(C)cn3)[C@H]2N1C(=O)CC (mixture of isomers)	-0.4
C/C=C/c1ccc2c(c1)[C@H]1[C@H](CCN1C(=O)c1cccc(F)c1)[C@H](CO)N2	-0.4
C[C@H](CO)N1C[C@H](C)[C@H](CN(C)S(=O)(=O)c2cn(C)cn2)Oc2c(NC(=O)CCCCCC(=O)Nc3ccccc3N)cccc2C1=O	0.7
CO[C@@H]1CN(C)C(=O)c2ccc(NC(=O)C3CCC3)cc2OC[C@@H](C)NC[C@@H]1C	-0.4
C[C@@H]1CN([C@H](C)CO)C(=O)c2cc(-c3ccncc3)cnc2O[C@@H]1CN(C)C(=O)Cc1ccccn1	0.8
COc1ccc(NC(=O)Nc2ccc3c(c2)C(=O)N([C@@H](C)CO)C[C@H](C)[C@@H](CN(C)S(=O)(=O)c2ccccc2)OCCCC[C@H](C)O3)cc1	-0.6
COc1ccc(NC(=O)Nc2ccc3c(c2)[C@@H]2C[C@@H](CC(=O)NC4CCCCC4)O[C@H](CO)[C@@H]2O3)cc1	0.4
COc1ccc(NC(=O)Nc2ccc3c(c2)C(=O)N([C@H](C)CO)C[C@@H](C)[C@@H](CN(C)C(=O)CCC(F)(F)F)OCCCC[C@H](C)O3)cc1	-5.3
COc1ccc(CN2CC3(CN(C(C)=O)C3)c3c(n(C)c4cc(OC)ccc34)[C@@H]2CO)cc1	-0.7
O=C(Cc1ccccn1)N1CCCCN2[C@H](CO)[C@H](c3ccc(C#Cc4ccccc4)cc3)[C@@H]2C1	2.0
Cc1cccc(-c2ccc([C@@H]3[C@@H](CO)N4CCCCN(S(=O)(=O)c5cn(C)cn5)C[C@H]34)cc2)c1	-0.1
CN1C(=O)c2cc(NC(=O)C3CC3)ccc2OC[C@@H]2O[C@H](CC(=O)NC3CCC3)CC[C@@H]21	-6.2
C[C@@H]1CN([C@H](C)CO)C(=O)c2cc(NC(=O)Cc3cn(C)c4ccccc34)ccc2O[C@H]1CN(C)S(C)(=O)=O	-0.5
N#C[C@@H]1[C@H](c2ccccc2C2=CCCC2)[C@H](CO)N1C(=O)CN1CCOCC1	0.7
CC(C)CC#Cc1ccc([C@H]2[C@@H](CO)N3C(=O)CN(C(=O)Cc4ccccc4)C[C@H]23)cc1	0.0
CN(C)C(=O)c1ccc(-c2ccc([C@H]3[C@@H](CO)N4C(=O)CN(C(=O)C5CCCC5)C[C@H]34)cc2)cc1	-3.3
C[C@H]1CN([C@@H](C)CO)S(=O)(=O)c2ccc(-c3ccccc3F)cc2O[C@H]1CN(C)Cc1cccnc1	-4.7
COc1ccc(CN(C)C[C@@H]2Oc3ccc(NS(=O)(=O)c4ccc(OC)cc4)cc3CC(=O)N([C@@H](C)CO)C[C@H]2C)cc1	1.2
N#C[C@@H]1[C@H](c2ccccc2)[C@H](CO)N1S(=O)(=O)c1cccc(F)c1	0.1

Another view of 13 compounds above.
Compound,TcdB inh
CO[C@@H]1CN(C)C(=O)c2ccc(NC(=O)C3CCC3)cc2OC[C@@H](C)NC[C@@H]1C,-0.4
C[C@@H]1CN([C@H](C)CO)C(=O)c2cc(-c3ccncc3)cnc2O[C@@H]1CN(C)C(=O)Cc1ccccn1,0.8
COc1ccc(NC(=O)Nc2ccc3c(c2)C(=O)N([C@@H](C)CO)C[C@H](C)[C@@H](CN(C)S(=O)(=O)c2ccccc2)OCCCC[C@H](C)O3)cc1,-0.6
COc1ccc(NC(=O)Nc2ccc3c(c2)[C@@H]2C[C@@H](CC(=O)NC4CCCCC4)O[C@H](CO)[C@@H]2O3)cc1,0.4
COc1ccc(NC(=O)Nc2ccc3c(c2)C(=O)N([C@H](C)CO)C[C@@H](C)[C@@H](CN(C)C(=O)CCC(F)(F)F)OCCCC[C@H](C)O3)cc1,-5.3
COc1ccc(CN2CC3(CN(C(C)=O)C3)c3c(n(C)c4cc(OC)ccc34)[C@@H]2CO)cc1,-0.7
O=C(Cc1ccccn1)N1CCCCN2[C@H](CO)[C@H](c3ccc(C#Cc4ccccc4)cc3)[C@@H]2C1,2.0
Cc1cccc(-c2ccc([C@@H]3[C@@H](CO)N4CCCCN(S(=O)(=O)c5cn(C)cn5)C[C@H]34)cc2)c1,-0.1
CN1C(=O)c2cc(NC(=O)C3CC3)ccc2OC[C@@H]2O[C@H](CC(=O)NC3CCC3)CC[C@@H]21,-6.2
C[C@@H]1CN([C@H](C)CO)C(=O)c2cc(NC(=O)Cc3cn(C)c4ccccc34)ccc2O[C@H]1CN(C)S(C)(=O)=O,-0.5
N#C[C@@H]1[C@H](c2ccccc2C2=CCCC2)[C@H](CO)N1C(=O)CN1CCOCC1,0.7
CC(C)CC#Cc1ccc([C@H]2[C@@H](CO)N3C(=O)CN(C(=O)Cc4ccccc4)C[C@H]23)cc1,0.0
CN(C)C(=O)c1ccc(-c2ccc([C@H]3[C@@H](CO)N4C(=O)CN(C(=O)C5CCCC5)C[C@H]34)cc2)cc1,-3.3

Further records
SMILES	TcdB inh
Cc1noc(C)c1S(=O)(=O)Nc1ccc2c(c1)C(=O)N([C@H](C)CO)C[C@@H](C)[C@H](CN(C)Cc1ccc(Oc3ccccc3)cc1)O2	-0.4
C[C@@H]1CN([C@@H](C)CO)C(=O)c2cc(N(C)C)ccc2O[C@H]1CN(C)Cc1ccc(C(F)(F)F)cc1	-1.7
CO[C@@H]1CN(C)C(=O)c2cc(NC(=O)c3ccccc3F)ccc2OC[C@@H](C)N(CC2CC2)C[C@H]1C	-1.4
CO[C@H]1CN(C)C(=O)c2ccc(NC(=O)C3CC3)cc2OC[C@@H](C)N(C(=O)c2ccccn2)C[C@H]1C	-0.4
O=C(C[C@@H]1CC[C@H](NS(=O)(=O)c2ccc(F)cc2)[C@H](CO)O1)NCc1ccccc1F	-0.1
C[C@@H]1CN([C@@H](C)CO)C(=O)c2cc(NC(=O)Cn3cnnn3)ccc2O[C@@H]1CN(C)Cc1ccc(-c2ccccc2)cc1	0.8
O=C(NC1CCC1)[C@H]1[C@H](CO)[C@H]2Cn3c(ccc(C4=CCCC4)c3=O)[C@H]2N1C(=O)C1CCC1	-0.2
CC(C)NC(=O)N(C)C[C@@H]1Oc2ccc(NC(=O)Cc3ccccc3)cc2C(=O)N([C@H](C)CO)C[C@@H]1C	0.4
COc1ccc(S(=O)(=O)N(C)C[C@H]2Oc3ccc(NC(=O)Cn4cnnn4)cc3CC(=O)N([C@@H](C)CO)C[C@H]2C)cc1	0.4
O=C(N[C@@H]1CC[C@H](CCNC(=O)c2ccccc2F)O[C@@H]1CO)c1cnccn1	0.6
Cc1ccc(S(=O)(=O)Nc2ccc3c(c2)C(=O)N([C@@H](C)CO)C[C@@H](C)[C@@H](CN(C)S(=O)(=O)c2ccc(C)cc2)OCCCC[C@@H](C)O3)cc1	-9.4
C[C@H]1CN([C@@H](C)CO)C(=O)c2cccc(NC(=O)Nc3ccc(C(F)(F)F)cc3)c2O[C@H]1CN(C)C(=O)Nc1cccc2ccccc12	-0.6
Cc1noc(C)c1NC(=O)Nc1cccc2c1O[C@H](CN(C)S(=O)(=O)c1cccs1)[C@H](C)CN([C@H](C)CO)C2=O	0.5
N#C[C@@H]1[C@@H](c2ccc(-c3ccc(F)cc3)cc2)[C@H](CO)N1c1nc(-c2ccccc2)cs1	0.0
C[C@@H]1CCCCO[C@@H](CN(C)C(=O)Cc2ccccc2)[C@@H](C)CN([C@H](C)CO)C(=O)c2cc(NS(=O)(=O)c3ccc(Cl)cc3)ccc2O1	-6.6
C/C=C/c1ccc2c(c1)O[C@@H](CN(C)S(C)(=O)=O)[C@@H](C)CN([C@@H](C)CO)S2(=O)=O	0.6
N#Cc1ccc(-c2ccc([C@@H]3[C@@H](CO)N4C(=O)CN(C(=O)C5CCC5)C[C@@H]34)cc2)cc1	-0.5
O=C(NCC[C@H]1CC[C@H](NC(=O)c2cccnc2)[C@H](CO)O1)Nc1ccc(Cl)cc1	0.7
O=C(C[C@@H]1CC[C@H](NC(=O)c2cccnc2)[C@H](CO)O1)NCc1ccc(Cl)c(Cl)c1	0.3
CCC(=O)N(C)C[C@@H]1Oc2ncc(C#C[C@@H](C)O)cc2C(=O)N([C@H](C)CO)C[C@H]1C	-0.5
CN(C)CCCNC(=O)C[C@H]1C=C[C@H](NC(=O)Cc2cccnc2)[C@@H](CO)O1	1.4
N#C[C@@H]1[C@@H](c2ccc(-c3ccccc3F)cc2)[C@H](CO)N1C(=O)c1ccccn1	0.2
O=C(NCC[C@H]1CC[C@@H](NC(=O)C2CC2)[C@H](CO)O1)c1ccc(F)cc1	-0.3
C[C@H](CO)N1C[C@H](C)[C@H](CN(C)Cc2ccncc2)Oc2ncc(C3=CCCCC3)cc2C1=O	-1.4
Cc1noc(C)c1NC(=O)Nc1ccc2c(c1)C(=O)N([C@H](C)CO)C[C@@H](C)[C@H](CN(C)C(=O)Nc1ccc(F)cc1)O2	1.2
COc1ccc(CN(C)C[C@@H]2OCCCC[C@H](C)Oc3ccc(NS(=O)(=O)c4ccc(Cl)cc4)cc3C(=O)N([C@@H](C)CO)C[C@H]2C)cc1	1.0
CN(C)C(=O)C[C@@H]1CC[C@H]2[C@@H](COc3ccc(NC(=O)C4CCOCC4)cc3C(=O)N2C)O1	-0.3
N#C[C@@H]1[C@H](c2ccc(C3=CCCC3)cc2)[C@H](CO)N1C(=O)C1CCOCC1	1.1
COc1ccc(S(=O)(=O)Nc2ccc3c(c2)C(=O)N([C@H](C)CO)C[C@@H](C)[C@@H](CN(C)S(=O)(=O)c2c(C)noc2C)O3)cc1	0.4
CCC(=O)N1C[C@H](O)COC[C@@H]2O[C@H](CC(=O)N3CCCCC3)CC[C@H]21	0.2
CC(C)C#Cc1cnc2c(c1)C(=O)N([C@@H](C)CO)C[C@H](C)[C@H](CN(C)C(=O)c1ccc3c(c1)OCO3)O2	-1.6
CN(C)C(=O)C[C@H]1CC[C@@H](NC(=O)Nc2cccc(F)c2)[C@@H](CO)O1	0.1
CCNC(=O)[C@H]1[C@H](CO)[C@H]2Cn3c(cccc3=O)[C@@H]1N2CC1CCOCC1	0.4
C[C@H](NC(=O)C[C@@H]1CC[C@@H]2[C@H](COC[C@H](O)CN2Cc2ccc(C(F)(F)F)cc2)O1)c1ccccc1	0.2
COc1ccc(CN(C)C[C@H]2Oc3ccc(NC(=O)Cc4ccccc4)cc3C(=O)N([C@@H](C)CO)C[C@@H]2C)cc1	1.4
C[C@H](CO)N1C[C@H](C)[C@@H](CN(C)CC2CC2)OCCCC[C@H](C)Oc2ccc(NC(=O)Nc3ccc4c(c3)OCO4)cc2C1=O	0.1
CO[C@H]1CN(C)C(=O)c2cc(NC(=O)NC(C)C)ccc2OC[C@H](C)N(Cc2ccc(-c3ccccn3)cc2)C[C@@H]1C	0.0
Cc1cc(C(=O)Nc2cccc3c2O[C@H](CN(C)S(=O)(=O)c2c(C)noc2C)[C@H](C)CN([C@@H](C)CO)C3=O)n(C)n1	0.2
O=C(C1CCCCC1)N1CC2(C1)[C@@H](c1ccccc1)[C@@H](CO)N2CC1CCCC1	1.3
C[C@H]1CN([C@@H](C)CO)C(=O)Cc2cc(NC(=O)Nc3cccc4ccccc34)ccc2O[C@@H]1CN(C)CC1CC1	0.6
COc1ccc(CNC(=O)C[C@@H]2CC[C@H]3[C@@H](COc4ccc(NC(C)=O)cc4C(=O)N3C)O2)cc1	-0.3
C[C@H](CO)N1C[C@H](C)[C@@H](CN(C)Cc2ccc(Oc3ccccc3)cc2)Oc2c(NC(=O)NC3CCCCC3)cccc2C1=O	0.3
COc1ccc(S(=O)(=O)Nc2ccc3c(c2)CC(=O)N([C@H](C)CO)C[C@@H](C)[C@@H](CN(C)S(=O)(=O)c2cn(C)cn2)O3)cc1	2.0
CNC[C@H]1Oc2ccc(NC(=O)CCN3CCOCC3)cc2C(=O)N([C@H](C)CO)C[C@@H]1C	0.9
COc1ccc2c3c([nH]c2c1)[C@@H](CO)N(C(C)=O)CC31CCN(C(=O)Nc2c(C)noc2C)CC1	0.7

High-throughput results from PubChem.

Some of the compounds tested; count on the stated rates, not on these rows.
